Source: PubChem BioAssay
pCIP destab = p/CIP-EGFP fusion destabilizers, primary screen, fluorescence, F442A cells | actives 0.01% (n = 290,000) | 16 h | decrease of EGFP signal, % at 10 µM;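 active means EGFP signal decrease of at least 30% at 10 µM or well 3 SD below plate mean, unless failing retest; inactive means the rest, including hits failing retest or dose response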; further: some compounds called inactive have numbers as strong as hits; many of its hits are not listed in these tables
CHRM4 PAM = human M4 muscarinic receptor positive allosteric modulators, primary screen, CHO-K1 cells, Fluo-8 calcium fluorescence. actives 0.4% (n = 360,000). activation, % at 3 µM. CHO-K1 hM4/Gqi5, ACh EC20; 0% = ACh EC20, 100% = maximal ACh. AID 624126, 2012. Muscarinic acetylcholine receptor M4 (Homo sapiens), P08173;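 active means activation above its plate's cutoff, the mean activation of sample wells plus 3 SD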; further: some results filed as inactive read as strong as hits
Target sequence (P08173 whole entry, looked up): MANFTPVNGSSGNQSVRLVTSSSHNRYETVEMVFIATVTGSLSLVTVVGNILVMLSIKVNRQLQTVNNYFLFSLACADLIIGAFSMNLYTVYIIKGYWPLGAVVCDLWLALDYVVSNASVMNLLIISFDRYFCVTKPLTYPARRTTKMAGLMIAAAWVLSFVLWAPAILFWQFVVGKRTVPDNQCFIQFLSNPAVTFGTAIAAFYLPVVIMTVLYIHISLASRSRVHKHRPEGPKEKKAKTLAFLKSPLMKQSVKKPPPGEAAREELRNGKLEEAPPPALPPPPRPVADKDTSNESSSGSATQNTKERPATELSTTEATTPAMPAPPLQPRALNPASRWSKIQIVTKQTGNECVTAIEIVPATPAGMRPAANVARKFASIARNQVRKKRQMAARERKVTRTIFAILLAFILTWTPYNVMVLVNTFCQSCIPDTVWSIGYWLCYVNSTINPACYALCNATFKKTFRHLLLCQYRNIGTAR
CRFBP-R2 block = antagonists of CRF-BP/CRF-R2 complex, primary screen, cell-based, HEK293, calcium dye fluorescence, uHTS | CRF-induced calcium fluorescence | inhibition, % at 11.8 µM | actives 0.59% (n = 350,000);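 active means inhibition of the ligand-induced calcium signal above about 50% at the single tested concentration, limit read from the data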
IDE inh = human IDE inhibitors in live cells, primary screen, fluorescence polarization, HEK cells, FAbetaB substrate; Insulin-degrading enzyme (Homo sapiens), P14735; FAbetaB cleavage; inhibition, % at 5.59 µM; actives 0.41% (n = 320,000); AID 434962, 2010;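 active means percent inhibition above the average of all tested compounds plus 3 SD, set per screening campaign, cut at about 16% in these data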;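 further: IDE supplied by intact live HEK cells; FP after avidin binding of uncleaved biotin substrate so inhibition keeps polarization high; 0% = DMSO wells and 100% = 60 µM reference IDE inhibitor Ii1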
IDE cell activ = human IDE activators in live cells, primary screen, fluorescence polarization, HEK cells, FAbeta-B substrate; FAbeta-B cleavage; 0% vehicle, 100% cell-free pure enzyme wells; activation, % at 5.96 µM; actives 0.073% (n = 340,000);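 active means activation above the mean of all tested compounds plus 3 SD, set per screening campaign, cut at about 17% in these data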
CRFR2-BP ag = agonists of CRF-BP/CRF-R2 complex, primary screen, cell-based, HEK293, calcium dye fluorescence, uHTS | activation, % at 13.2 µM | calcium dye fluorescence (FLIPR); percent of saturating CRF peptide response | actives 0.46% (n = 350,000) | AID 588473, 2011;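 active means activation of at least 50%, plus an integration ratio under a set limit after plate pattern correction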;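 further: plate controls were neutral control wells without compound for no effect and CRF at EC100 for full effect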
MEKK3 PB1 HTS = modulators of MEKK3-MEK5 PB1 binding, primary screen, biochemical, wildtype MEKK3, multiplex bead flow cytometry, Alexa488-MEK5; Mitogen-activated protein kinase kinase kinase 3 (Homo sapiens), Q99759; bead-based flow cytometry, Alexa488-MEK5 binding to MEKK3; actives lie on both sides; 0 = blocked by unlabeled MEK5, 100 = vehicle; binding response (% of control), % at 10 µM; actives 1.4% (n = 290,000); AID 1529, 2009;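 active means binding response more than 3 SD above or below the average of its plate-row segment, actives on both sides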;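 further: Alexa488 bead fluorescence after subtracting the streptavidin-only scavenger bead signal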
Target sequence (Q99759 whole entry, looked up): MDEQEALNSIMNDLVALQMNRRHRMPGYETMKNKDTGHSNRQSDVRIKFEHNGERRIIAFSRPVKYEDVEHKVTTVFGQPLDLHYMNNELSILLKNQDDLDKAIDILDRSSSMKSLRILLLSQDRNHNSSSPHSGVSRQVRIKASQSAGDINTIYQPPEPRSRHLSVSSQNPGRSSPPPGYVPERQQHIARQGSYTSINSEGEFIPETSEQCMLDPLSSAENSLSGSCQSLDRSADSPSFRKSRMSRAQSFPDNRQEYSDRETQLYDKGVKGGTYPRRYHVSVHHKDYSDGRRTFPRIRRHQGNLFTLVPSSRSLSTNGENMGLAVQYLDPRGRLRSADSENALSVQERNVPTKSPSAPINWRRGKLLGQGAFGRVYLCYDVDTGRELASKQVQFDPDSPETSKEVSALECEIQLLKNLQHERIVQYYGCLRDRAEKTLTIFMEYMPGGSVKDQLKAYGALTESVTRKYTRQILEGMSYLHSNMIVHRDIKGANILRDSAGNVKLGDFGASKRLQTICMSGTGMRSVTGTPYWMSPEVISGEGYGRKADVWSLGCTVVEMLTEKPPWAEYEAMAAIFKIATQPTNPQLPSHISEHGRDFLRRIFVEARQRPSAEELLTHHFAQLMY
GalR3 antag = GalR3 antagonists in HEK293 cells, primary screen, cell-based, fluorescence readout. Galanin receptor type 3 (Homo sapiens), O60755. HEK293 GalR3-CNG cAMP membrane potential fluorescence; galR3 body fused to GalR1 C-terminus. inhibition, % at 3 µM. actives 0.44% (n = 360,000). AID 651719, 2012;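 active means inhibition above the screen-wide average plus 3 SD, cut at about 13% in these data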;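 further: forskolin and galanin both at EC90 stimulate the cells; cAMP rise reported by CNG channel membrane potential dye signal; 0% = forskolin plus galanin with DMSO and 100% = forskolin alone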
PHOSPHO1 block = PubChem AID 1565 | Phosphoethanolamine/phosphocholine phosphatase (Homo sapiens), Q8TCT1 | recombinant PHOSPHO1, absorbance phosphatase assay | inhibition, % at 13.3 µM | actives 1.1% (n = 290,000); in the data active means inhibition above about 60%
An asterisk follows results filed as active; . = not tested or not shown.

#	mol	pCIP destab	PHOSPHO1 block	CHRM4 PAM	IDE inh	CRFR2-BP ag	MEKK3 PB1 HTS	CRFBP-R2 block	IDE cell activ	GalR3 antag
1	O=C(CSCC(=O)NN=Cc1ccccc1)NN=Cc1ccccc1	.	.	-1.3	.	3.2	.	3.0	.	-3.7
2	CC(C)Oc1ccc(S(=O)(=O)N2CCOCC2)cc1NC(=O)C(C)Oc1ccc(F)cc1 (stereo unspecified)	.	.	0.8	2.3	0.5	.	8.3	-1.7	-2.0
3	CCOc1ccc(CCN2C(=S)N([C@@H](Cc3ccc(O)cc3)CN3CCCC3CN3C(=S)NC[C@@H]3Cc3ccc(O)cc3)C[C@@H]2CC(C)C)cc1 (stereo partly specified)	.	.	-8.4	.	-0.8	.	1.4	3.5	-4.0
4	NC(=O)c1ccc(-n2nnnc2SCC(=O)NC2CCCCC2)cc1	-4.6	-13.0	-5.8	7.0	1.1	100.0	-14.8	-1.5	-9.3
5	CCCOc1nc2ccccc2cc1/C=C/C(=O)O	17.3	0.3	-4.0	-4.7	1.5	100.0	-9.5	-0.5	14.2*
6	CSc1ccccc1NC(=O)c1ccoc1C	2.6	41.2	16.5	3.5	0.0	105.0	-10.3	5.0	-3.6
7	O=C(C[n+]1ccc(/C=N/O)cc1)N(Cc1ccccc1)Cc1ccccc1	-0.1	-5.3	1.1	-0.4	2.4	109.0	-3.5	3.4	-5.1
8	COc1cc2c(C)nc(C)c(C#N)c2cc1OC	-4.9	-3.3	-7.1	0.7	1.7	101.0	14.4	5.0	-0.8
9	O=C(N/N=C\c1cc2c(cc1[N+](=O)[O-])OCO2)c1cccs1	-8.0	26.5	12.0	.	-0.8	106.0	-2.0	-0.9	-1.7
10	O=C(CN1CCS(=O)(=O)CC1)NNC(=O)C1CCCCC1	-3.4	16.3	3.7	4.4	1.0	102.0	-15.5	3.0	3.4
11	O=C1Nc2ccc(Br)cc2C1(O)Cc1ccncc1 (stereo unspecified)	3.6	-17.2	-0.1	2.5	3.7	101.0	4.3	4.5	-1.0
12	O=C(Nc1ccc[n+](CC(=O)c2cccc3ccccc23)c1)c1ccccc1	-13.8	7.3	-10.8	0.3	1.6	104.0	-30.9	4.4	-1.9
13	C[C@@]12CCC=C[C@H]1[C@H](c1ccc(/C=C/c3ccccc3)cc1F)N(Cc1ccccc1)C2=O	-7.8	26.5	-0.6	0.5	4.2	97.0	-1.0	1.3	-4.0
14	CC(=C/c1ccccc1)/C=N/n1cnnc1	-6.6	25.4	0.8	0.2	-0.1	96.0	10.9	0.7	-4.9
15	Cc1ccc(NC(=O)CSCC(=O)Nc2ccccc2C(=O)N2CCCCC2)cc1	.	.	1.9	3.2	-1.3	.	4.5	-2.1	-3.0
16	COC(=O)CSc1nnnn1-c1ccccc1	-4.8	-2.9	4.6	-6.3	1.2	103.0	0.1	1.1	1.6
17	Nc1cccc2cc(-c3ccccc3)oc12	.	.	24.9*	-2.9	-0.5	.	1.1	4.0	-2.6
18	CC(C)(C)S(=O)N1Cc2cc(CO)cc(-c3ccccc3)c2[C@@H]1CCO (stereo partly specified)	.	.	9.6	.	0.6	.	1.8	1.2	-7.3
19	Cc1ccc(-c2ccc(=O)n(CCC(=O)N3CCN(c4cccc(C)c4)C(C)C3)n2)cc1 (stereo unspecified)	-14.8	.	-5.3	3.6	-0.8	107.0	4.0	2.5	-11.1
20	CCOC(=O)N1CCN(C(=O)C2CCC(=O)N(CCCN3CCCC3=O)C2)CC1 (stereo unspecified)	2.5	36.6	18.0	-1.3	-0.4	103.0	7.4	1.9	-0.5
21	CC12CCC(C(=O)N(CC3CO3)C1=O)C2(C)C (stereo unspecified)	-8.0	6.4	1.1	-0.2	-0.9	94.0	0.7	5.0	-1.7
22	Cc1ccc(CC(=O)Nc2cccnc2)cc1	-11.7	38.5	-5.3	-3.1	-0.2	89.0	-1.7	-1.4	-2.2
23	COCCNC(=O)/C(C#N)=C/C(C)=C/c1ccccc1	6.0	-3.9	-2.3	-0.9	-4.4	102.0	-0.5	-5.9	-5.5
24	CC(C)(C)OC(=O)C[C@@H]1C/C=C\C[C@H](CC(=O)N(CCO)Cc2ccccc2)C(=O)N[C@H](C(C)(C)C)COC1=O	.	.	1.7	4.8	-0.7	.	2.9	7.7	-5.7
25	Cc1c(S(=O)(=O)N2CC(C)CC(C)C2)c(=O)n(C)c(=O)n1C (stereo unspecified)	4.7	18.5	1.8	-1.3	-1.5	101.0	8.1	5.9	0.5
26	Cc1ccc(C)c(NC(=O)c2ccccc2Sc2ccc([N+](=O)[O-])cc2Cl)c1	9.2	-4.4	10.2	-0.3	0.2	104.0	3.8	2.8	-2.5
27	COc1ccccc1C(=O)NC(CCSC)C(=O)NNC(=O)c1ccccc1C (stereo unspecified)	.	.	13.4	-5.7	-2.2	.	9.3	5.0	-1.6
28	CCCNC(=S)N1CCN(c2nc(-c3cccc(OC)c3)cs2)CC1	0.7	.	-10.3	7.6	-0.4	101.0	1.9	-3.8	-11.3
29	CCOc1ccc(S(=O)(=O)NCc2ccncc2)cc1	-4.9	-4.4	-5.7	4.9	0.1	100.0	10.3	5.5	90.9*
30	Cc1nn(C(C)(C)C)c(OC(=O)c2ccc3c(c2)OCO3)c1S(=O)(=O)c1ccccc1	-11.0	13.4	14.8	6.6	1.2	111.0	18.6	6.0	-3.1

The last two records of the part before are carried over, then new ones follow.
#	mol	pCIP destab	PHOSPHO1 block	CHRM4 PAM	IDE inh	CRFR2-BP ag	MEKK3 PB1 HTS	CRFBP-R2 block	IDE cell activ	GalR3 antag
29	CCOc1ccc(S(=O)(=O)NCc2ccncc2)cc1	-4.9	-4.4	-5.7	4.9	0.1	100.0	10.3	5.5	90.9*
30	Cc1nn(C(C)(C)C)c(OC(=O)c2ccc3c(c2)OCO3)c1S(=O)(=O)c1ccccc1	-11.0	13.4	14.8	6.6	1.2	111.0	18.6	6.0	-3.1
31	CCOC(=O)C1(CCOc2ccccc2)CCN(CCCn2cccn2)CC1	-8.0	32.5	-5.9	2.6	-1.4	102.0	1.2	3.8	-5.5
32	CCN(CC)c1ccc(C(=O)NNC(=O)CNC(=O)c2cccs2)cc1	.	.	4.7	-6.5	0.4	.	-12.3	3.9	3.0
33	OC(C#Cc1ccccn1)c1cccs1 (stereo unspecified)	-4.2	60.5*	-0.9	3.9	5.0	107.0	-1.8	-0.5	1.0
34	CC(C)CNC(=O)CC(=O)N/N=C/c1cccs1	0.6	4.5	9.5	-5.0	-0.8	104.0	-12.6	1.1	-1.3
35	COc1cc(CCC(=O)OCC(=O)Nc2cccc(S(N)(=O)=O)c2)cc(OC)c1OC	-7.4	28.0	1.6	-2.4	1.9	102.0	-16.1	-4.2	-5.1
36	Cc1ccccc1NC(=S)NC(=O)COc1ccccc1C	-13.8	18.5	-11.5	-2.6	2.6	102.0	-7.7	8.0	-3.8
37	CN(C(=O)COC(=O)/C=C/c1cccc([N+](=O)[O-])c1)C1CCS(=O)(=O)C1 (stereo unspecified)	0.2	24.4	6.9	3.2	9.0	104.0	-3.8	3.1	-1.5
38	Cc1ccc(S(=O)(=O)N(C)CC(=O)NCCc2c[nH]c3ccccc23)cc1	-9.2	27.9	-7.9	2.4	-1.1	101.0	-6.0	2.3	-7.6
39	COc1ccc(NC(=O)COC(=O)C2CC2)c(OC)c1	.	.	6.0	-0.8	-1.5	.	0.4	0.7	-0.5
40	O=C(CN1CCN(S(=O)(=O)c2ccc(Cl)cc2)CC1)Nc1ccc(N2CCOCC2)cc1	-0.4	-6.2	-1.3	3.7	0.9	127.0	-26.7	0.1	-0.6
41	COc1ccc(C=O)cc1CN1CCCN(Cc2ccc(Cl)cc2)S1(=O)=O	5.0	46.3	-7.0	-0.7	1.8	95.0	21.3	-3.2	-9.7
42	O=C(C1CC(=O)N(c2ccc3c(c2)OCCO3)C1)N1CCN(S(=O)(=O)c2ccccc2F)CC1 (stereo unspecified)	.	.	1.8	.	0.9	.	-12.2	0.7	-4.5
43	CC(C)(C)NC(=O)c1cccc(NC(=O)Cc2ccc(Br)cc2)c1	-7.3	3.4	-4.0	0.1	0.1	163.0*	8.8	-2.3	-11.0
44	Nc1nc(SCc2ccccc2)c2[nH]cnc2n1	-0.8	38.1	4.3	1.7	-0.3	100.0	2.3	-1.2	-14.0
45	COc1cccc(C2=NOC(C(=O)NCC3CCCO3)C2)c1 (stereo unspecified)	-11.2	7.8	1.9	-4.6	0.0	101.0	-9.5	0.8	35.1*
46	Cc1n[nH]c(=O)c2c1nnn2Cc1ccccc1Cl	-8.2	9.4	1.0	.	0.0	100.0	3.5	2.7	-4.0
47	CC(OC(=O)c1cccnc1Cl)C(=O)NCc1ccccc1 (stereo unspecified)	.	.	3.7	-1.9	-0.2	.	-7.2	2.8	-4.5
48	CCc1nnc(NC(=O)c2ccc(Br)c(S(=O)(=O)N3CCOCC3)c2)s1	-31.3	26.5	1.1	1.1	-1.9	101.0	2.7	-0.4	-8.5
49	CCOC(=O)c1nc(Nc2ccc(Nc3ccccc3)cc2)c2ccccc2n1	-13.9	1.7	-9.8	.	-0.4	106.0	-16.0	1.5	-2.4
50	Cc1ccc(C)c(N2CCN(S(=O)(=O)c3ccc(-c4cc(C)no4)s3)CC2)c1	-2.1	6.3	-2.0	8.5	1.9	99.0	-5.1	-6.3	-0.8
51	CCC(=O)Nc1ccc(S(=O)(=O)Nc2ccccn2)cc1	-14.0	10.5	-3.5	-1.9	-1.2	95.0	-0.1	2.3	-3.3
52	CCN(CC)S(=O)(=O)c1cccc(-c2nnc(SCC(=O)NC3CCCCCCC3)n2N)c1	3.0	-4.4	-4.6	3.5	-1.3	95.0	6.7	4.9	-0.5
53	CCN(CC)C(=O)CSc1nc2c(sc(=S)n2-c2ccccc2)c(=O)n1-c1ccccc1OC	2.3	14.1	2.5	.	-1.8	101.0	16.5	0.2	-9.8
54	CCN(CC)CCNC(=O)c1ccc(NC(=O)Nc2cccc3ccccc23)cc1	-1.2	10.8	-0.3	4.3	0.9	101.0	-6.9	1.3	-9.8
55	CCCC(=O)N(CC(=O)Nc1sc(C)c(C)c1C(N)=O)Cc1ccccc1	-15.2	22.0	-1.4	-2.5	2.5	98.0	6.6	7.5	-8.5
56	CCOC(=O)C(=O)CC(=O)c1ccc2c(c1)OCCO2	-1.0	47.1	-6.5	-0.2	0.2	100.0	4.7	-1.4	-5.6
57	Cc1ccccc1-n1c(=O)cc(N2CCc3ccccc3C2)[nH]c1=O	-8.2	10.5	-0.7	5.6	5.1	100.0	-1.1	-0.3	-7.5
58	O=C(Nc1ccccc1)N1CCN(C2c3ccccc3-c3ccccc32)CC1	2.6	24.6	12.8	0.1	6.2	102.0	-18.9	5.7	-6.6
59	CC1CCCC(NC(=O)CCC(=O)NCc2ccccc2)C1C (stereo unspecified)	3.5	14.1	0.3	3.9	0.7	106.0	-8.6	6.1	-8.5
